# EphB4 antag: antagonists of human EphB4-ephrin-B2 interaction. EphB4 LBD / TNYL-RAW-Alexa532 peptide, fluorescence polarization. inhibition, % at 7 µM. P54760. AID 720. 97,000 tested, 0.15% active;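 active = inhibition above the screen-wide mean inhibition plus 3 SD, cut at about 15% in these data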;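 note: 0% = DMSO wells and 100% = excess unlabeled TNYL-RAW peptide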
# CYP2C19 inh: blocks human cytochrome P450 2C19 | P33261 | CYP2C19 Supersomes, luciferin-H EGE luminescence, 30 min | inhibition, % at 5 µM | 96,000 tested, 21% active | AID 778;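 active = CYP2C19 inhibition above a set limit at 5 µM in the primary screen, cut at about 50% in these data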;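 note: plate controls were negative control wells for no effect and 2.5 mM tranylcypromine positive control for full effect; values of inactives mirror those of a sister screen read the other way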
# Target sequence (P33261 whole entry, looked up): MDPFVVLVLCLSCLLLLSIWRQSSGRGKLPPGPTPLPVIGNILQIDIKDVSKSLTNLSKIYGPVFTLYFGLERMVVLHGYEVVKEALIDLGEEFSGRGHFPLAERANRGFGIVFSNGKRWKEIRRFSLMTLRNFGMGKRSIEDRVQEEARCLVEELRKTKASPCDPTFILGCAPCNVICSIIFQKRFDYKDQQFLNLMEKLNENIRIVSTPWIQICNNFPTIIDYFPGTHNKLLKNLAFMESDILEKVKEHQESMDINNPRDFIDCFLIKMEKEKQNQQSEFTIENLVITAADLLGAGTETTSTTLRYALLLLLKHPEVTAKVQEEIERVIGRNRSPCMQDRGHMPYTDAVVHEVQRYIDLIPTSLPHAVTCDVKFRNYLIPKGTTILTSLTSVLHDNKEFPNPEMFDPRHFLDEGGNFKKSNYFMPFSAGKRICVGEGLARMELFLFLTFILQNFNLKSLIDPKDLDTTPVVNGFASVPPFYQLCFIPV
# Plk1 PBD FP: inhibitors of human Plk1 polo box domain binding | inhibition, %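 (tested at about 20 µM)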 | P53350 | Plk1 PBD phosphopeptide binding, fluorescence polarization | 97,000 tested, 0.13% active; in the data active = inhibition above about 34%, passing the limit was not always enough
# Target sequence (P53350 whole entry, looked up, the tested form may be a part): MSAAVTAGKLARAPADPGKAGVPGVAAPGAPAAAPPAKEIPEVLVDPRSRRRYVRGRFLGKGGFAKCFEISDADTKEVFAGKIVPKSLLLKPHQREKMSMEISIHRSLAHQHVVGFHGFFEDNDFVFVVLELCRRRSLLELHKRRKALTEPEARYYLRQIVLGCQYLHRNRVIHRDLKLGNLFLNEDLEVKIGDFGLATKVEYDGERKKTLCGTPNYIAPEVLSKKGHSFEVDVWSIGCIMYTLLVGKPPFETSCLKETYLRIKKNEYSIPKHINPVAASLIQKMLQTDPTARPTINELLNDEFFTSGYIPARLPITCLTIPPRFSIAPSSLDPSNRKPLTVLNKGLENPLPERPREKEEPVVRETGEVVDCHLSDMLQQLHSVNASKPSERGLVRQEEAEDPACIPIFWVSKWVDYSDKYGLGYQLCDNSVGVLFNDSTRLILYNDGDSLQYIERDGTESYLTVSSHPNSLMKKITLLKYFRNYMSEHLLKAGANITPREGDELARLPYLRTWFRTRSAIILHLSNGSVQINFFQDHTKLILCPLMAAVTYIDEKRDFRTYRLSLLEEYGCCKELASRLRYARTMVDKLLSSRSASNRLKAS
# HIV Rev-RRE inh: disrupts HIV-1 Rev binding to RRE RNA; P05866; inhibition, % at 8 µM; AID 704; Rev peptide-RRE RNA binding, FRET; 97,000 tested, 0.79% active;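 active = inhibition above the screen-wide mean plus 3 SD, cut at about 35% in these data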;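 note: 0% = median DMSO wells and 100% = median Neomycin B control wells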
#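 Assay system: labelled RRE RNA duplex and labelled Rev peptide / Medium: HEPES pH 7.5 salt buffer with EDTA / Reagent: labelled Rev peptide / Schedule: 5 + 15 min at 25 °C / Signal: FRET, excitation 480 nm, emission 540 nm donor and 671 nm acceptor / Benchmarks: DMSO and neomycin B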
# PLAP act: human PLAP activation; P05187; purified PLAP enzyme, luminescent substrate read-out; stronger effect = higher value; activation fold at 20 µM; 96,000 tested, 1.2% active; AID 696; in the data active = activation fold above about 2
# CYP2C9 inhib: blocks human cytochrome P450 2C9. CYP2C9 Supersomes, luciferin-H conversion, luminescence. inhibition, % at 5 µM. 96,000 tested, 20% active. AID 777;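 active = blocking of liver enzyme CYP2C9 beyond about 50% at 5 µM, limit read from the data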; note: values of inactives mirror those of a sister screen read the other way
# PLK1 inh: inhibitors of human PLK1 kinase; 97,000 tested, 0.53% active; P53350; inhibition, % at 10 µM; recombinant PLK1 kinase, TR-FRET peptide phosphorylation;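 active = inhibition of 50% or more in the single-concentration screen; inactive = inhibition below 50%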;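 note: 0% = DMSO max control and 100% = H-89 dihydrochloride min control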
# CYP2C19 activ: cytochrome P450 2C19 (human) activation; AID 1025; activation factor at 5 µM; recombinant CYP2C19, luciferin-H EGE luminescence; stronger effect = higher value; 0 = fully inhibited enzyme, 1 = untreated enzyme; 96,000 tested, under 10 active;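 active = activation factor of at least 2 at 5 µM in the primary screen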;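 note: 0 = wells with 2.5 mM tranylcypromine and 1 = vehicle-only wells; values of inactives mirror those of a sister screen read the other way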
# CYP2C9 activ: CYP2C9 (human) activation. recombinant CYP2C9, luciferin-H conversion, luminescence; stronger effect = higher value; factor 1 = untreated enzyme, 0 = blocked. activation factor at 5 µM. 96,000 tested, 1.4% active;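 active = activation factor of 2 or more for CYP2C9 at a 5 µM dose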;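 note: 0 = sulfaphenazole-blocked wells and 1 = vehicle-only wells; values of inactives mirror those of a sister screen read the other way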
# * marks the source's active call; other numbers are inactive results; . = no result given. Outcome played no part in choosing rows. About 29% of those tested had a hit in this group.
SMILES,EphB4 antag,CYP2C19 inh,Plk1 PBD FP,HIV Rev-RRE inh,PLAP act,CYP2C9 inhib,PLK1 inh,CYP2C19 activ,CYP2C9 activ
Cc1ccc2cc(CN(Cc3ccc(F)cc3)Cc3nnnn3C3CCCC3)c(=O)[nH]c2c1,13,19,-19,5,1.6,9,4,0.8,0.9
CCSc1ncnc2c1oc1ccccc12,6,12,6,5,0.9,30,-5,0.9,0.7
Cn1c(CC(=O)Nc2ccccc2)nnc1SCCOc1ccccc1,-10,13,-8,6,0.8,10,-16,0.9,0.9
CCCCOc1ccc(-c2nnn(CC(=O)NCCc3c[nH]c4ccccc34)n2)cc1,0,10,-33,4,0.9,49,-7,0.9,0.5
CC(C)(C)NS(=O)(=O)c1ccc(NS(C)(=O)=O)cc1,-4,14,-4,5,0.9,41,1,0.9,0.6
CCOc1ccccc1N1CCN(C(=O)Nc2cccc(Cl)c2)CC1,-4,45,-6,7,1,-27,-5,0.6,1.3
O=C(c1cc([N+](=O)[O-])ccc1N1CCCCC1)N1CCCCC1,-1,24,-19,1,0.9,-10,-12,0.8,1.1
Cc1cc(C)n(-c2nnc(C)n2/N=C/c2ccccc2O)n1,0,16,-20,3,1,9,-2,0.8,0.9
CCOC(=O)Cn1c(CN2CCc3ccccc3C2)nc2c1c(=O)n(C)c(=O)n2C,.,6,.,.,1.3,9,.,0.9,0.9
Cc1ccc(S(=O)(=O)CCC(=O)OCC(=O)Nc2cc(C)on2)cc1,-3,48,9,0,1.1,23,-7,0.5,0.8
CCCCN1CNC(=S)N(c2cc(C)ccc2C)C1,-5,72*,-1,-2,0.9,9,-12,0.3,0.9
COc1cc(NS(=O)(=O)c2ccc(C)cc2)ccc1-n1cnnn1,0,44,17,3,1.1,72*,-8,0.6,0.3
Cc1ccc(-c2noc(-c3ccccc3C(=O)N3CCN(C)CC3)n2)cc1,5,-1,14,6,1.4,22,2,1,0.8
CCOc1ccc(NC(=O)COC(=O)Cc2ccc(S(=O)(=O)N3CCOCC3)s2)cc1,-1,23,12,7,1.1,48,-6,0.8,0.5
CCCC(=O)Nc1cc(-c2nnc(OC)c3ccccc23)ccc1N1CCOCC1,10,.,-8,6,.,.,-7,.,.
CN(CCNC(=O)c1cn(C)c2ccc(S(=O)(=O)N(C)C)cc2c1=O)CCc1ccccc1,2,6,1,8,1.4,47,75*,0.9,0.5
O=C(Nc1ccnc(-c2cccnc2)n1)c1ccc(Cl)cc1,-4,7,-36,-2,0.8,14,-7,0.9,0.9
Cc1ccc(C(=O)CSC2=NC(N)=C(C#N)C3(CCCCC3)C2C(N)=O)cc1 (stereo unspecified),.,22,.,.,1.3,30,.,0.8,0.7
O=C(CCSc1ccc(F)cc1)Nc1ccc(-n2cnnn2)cc1,0,59*,-21,1,0.9,16,-13,0.4,0.8
c1ccc2c(c1)Cn1nnnc1-2,.,-10,.,.,1,-8,.,1.1,1.1
CC(=O)Nc1ccc(S(=O)(=O)N2CCOCC2)cc1,1,.,17,7,.,.,-3,.,.
CCOc1cc(C(C#N)N2CCOCC2)ccc1OC (stereo unspecified),12,48,-19,9,1.5,4,-8,0.5,1
Cc1ccc(Nc2nc(Oc3ccc(OCc4ccccc4)nn3)nc(N3CCOCC3)n2)cc1,7,82*,-8,7,1,77*,-4,0.2,0.2
CSc1ccccc1NC(=O)Nc1cccc(Cl)c1,-4,10,22,0,1,27,-9,0.9,0.7
COc1ccc(C(C)=O)cc1CSc1nc2ccccc2o1,5,41,7,9,0.8,56*,8,0.6,0.4
Cc1ccc(C(=O)NCCn2cc(SCC(=O)N3CCOCC3)c3ccccc32)cc1,0,28,-17,4,1.1,22,-22,0.7,0.8
O=C1Oc2ccccc2C2(O)C3CCCCCC3C12 (stereo unspecified),-5,95*,-8,-3,1.1,20,-8,0.1,0.8
COc1cc(NC(=O)C2CC(=O)NC3=C2C(=O)CCC3)c(OC)cc1Cl (stereo unspecified),3,17,-10,6,1.1,19,-13,0.8,0.8
CCN(CC)CCNC(=O)Cc1c(C(=O)O)n(C)c2ccccc12,-4,-12,25,2,1.1,-11,7,1.1,1.1
O=C(NCCCN1CCN(c2ccccc2F)CC1)Nc1ccc(F)cc1,5,9,-23,3,1.1,11,1,0.9,0.9

# Four compounds from above with just PLK1 inh:
mol,PLK1 inh
CCOc1cc(C(C#N)N2CCOCC2)ccc1OC (stereo unspecified),-8
CC(=O)Nc1ccc(S(=O)(=O)N2CCOCC2)cc1,-3
O=C1Oc2ccccc2C2(O)C3CCCCCC3C12 (stereo unspecified),-8
CSc1ccccc1NC(=O)Nc1cccc(Cl)c1,-9

# Additional entries follow:
SMILES,EphB4 antag,CYP2C19 inh,Plk1 PBD FP,HIV Rev-RRE inh,PLAP act,CYP2C9 inhib,PLK1 inh,CYP2C19 activ,CYP2C9 activ
Cc1ccccc1Cn1cc(NC(=O)CSc2nc3c(c(C(F)(F)F)n2)CCc2ccccc2-3)cn1,-3,30,5,14,1.3,81*,-16,0.7,0.2
COC(=O)C(C)N(C#N)c1nc(C)nc(C)n1 (stereo unspecified),-1,15,7,5,1.2,-136,-8,0.8,2.4*
O=C(CSc1nnc(-c2cccs2)o1)OC1CCCCC1,.,47,.,.,0.9,37,.,0.5,0.6
O=S(=O)(NCC(c1ccccc1)N1CCNCC1)c1ccc(Cl)cc1 (stereo unspecified),2,60*,-7,6,0.9,5,3,0.4,0.9
COc1ccccc1NC=C1C(=O)OC(C)(C)OC1=O,-17,37,-1,-6,0.9,-8,4,0.6,1.1
CCn1c(Cc2ccccc2)nnc1SCC(=O)NC1CC1,1,.,-7,6,.,.,-15,.,.
C=CCNC(=S)Nc1ccccc1,3,-5,-19,5,1,7,-11,1,0.9
Cn1cc(/C=N/n2cnc3scc(-c4ccc(Cl)cc4)c3c2=O)c2ccccc21,3,36,5,5,1,41,-6,0.6,0.6
O=C(CNC(=O)c1ccc(Br)o1)Nc1cccc(-c2cnc3ccccc3n2)c1,7,47,6,9,1.1,44,-7,0.5,0.6
CCOc1cc(CNc2ccc(N(C)C)cc2)cc(Br)c1OCC(=O)NC(C)(C)C,-5,96*,-6,-18,1.3,96*,-7,0,0
C=CCSC1=C(C#N)C(c2ccccc2C)CC(=O)N1 (stereo unspecified),-3,24,-17,4,0.9,25,-18,0.8,0.8
c1ccc(N2CCN(c3nc4ccccc4n4cnnc34)CC2)cc1,0,65*,-12,5,1.5,49,4,0.3,0.5
CN1CCN(C(=O)C2CCN(S(=O)(=O)c3cnc[nH]3)CC2)CC1,.,-12,.,.,1,-20,.,1.1,1.2
C/C(=N/NS(=O)(=O)c1ccc(F)cc1)c1ccc(NC(=O)c2ccc(C)o2)cc1,2,45,8,11,1.3,95*,2,0.5,0.1
O=C(O)COc1ccccc1O,3,-4,-12,8,1.1,-8,-8,1,1.1
Cc1ccccc1NC(=O)C1c2cccc[n+]2CC(=O)N1c1c(C)cccc1C (stereo unspecified),-7,2,10,11,1.3,-2,-16,1,1
COc1ccc(C2NC(=O)NC3=C2CCc2ccccc23)cc1 (stereo unspecified),2,81*,-17,-1,1.1,16,-2,0.2,0.8
C1=C(c2cccc3ccccc23)N2CCN=C2S1,7,32,4,8,0.7,25,-7,0.7,0.8
Cc1ccccc1NC(=O)c1cccc(S(=O)(=O)Oc2ccc([N+](=O)[O-])cc2)c1,2,80*,23,8,0.8,39,3,0.2,0.6
CCCc1nc2oc(C(=O)OCC)c(N)c2c2c1COC(C)(C)C2,-8,32,-10,-2,1.3,24,-11,0.7,0.8
O=C(Nc1ccccc1-c1nnc(SCc2ccccc2Cl)o1)c1ccccc1,4,5,-2,15,1,55*,-10,0.9,0.4
COc1ccc(CCNc2cc(-c3ccccc3)nc3ncnn23)cc1,-7,36,-10,7,0.8,56*,-2,0.6,0.4
Cc1[nH]c(-c2ccco2)nc1C(=O)O,5,-11,-5,5,1,-7,1,1.1,1.1
Cc1ccc2cccc(NC(=S)NC(=O)c3ccn(C)n3)c2n1,-61,.,-12,-2,.,.,-14,.,.
CCOc1ccc(S(=O)(=O)NCC2CCCO2)cc1 (stereo unspecified),1,86*,11,6,1,7,-3,0.1,0.9
c1ccc(CSc2nnc(Cc3ccccn3)o2)cc1,2,9,1,0,1.1,-5,-6,0.9,1.1
CCN(CC)C(=O)c1sc2nc(N3CCOCC3)c3c(c2c1N)CCCC3,-3,-2,25,-3,1.9,52*,-4,1,0.5
CCc1ccc(C(=O)NC(C(=O)O)C(C)C)cc1 (stereo unspecified),-8,2,-7,2,1.1,6,-9,1,0.9
CC(=O)NCC(=O)NC(Cc1ccccc1)C(N)=O (stereo unspecified),1,.,2,8,.,.,-10,.,.
CCCC(=O)Nc1ccccc1NC(=O)CN(C)S(=O)(=O)c1ccc(C)cc1,4,10,-5,7,1,49,-8,0.9,0.5
Oc1ccc(Cl)cc1/C=N/c1nc2ccccc2[nH]1,6,-21,-18,11,1.1,-15,10,1.2,1.2
CC1=[N+]([O-])C(C)(C)C(C)N(O)C1=O (stereo unspecified),9,-16,-9,10,1,-12,-7,1.2,1.1
CCOC(=O)C1CCN(C(=O)c2ccc(SC)cc2OC)CC1,0,99*,-11,-1,1.4,-38,-17,0,1.4
CSc1ccccc1N=CC1=C(O)CC(C)(C)CC1=O,-1,.,-1,7,.,.,-17,.,.
Cc1csc(NC(=O)CSc2nnc3c4ccccc4nc(C(C)(C)C)n23)n1,1,11,-2,-2,1,21,-7,0.9,0.8
O=C1CCC(/C=C/c2ccccc2)=NN1Cc1ccccc1Cl,15,34,-9,14,1.1,49,-1,0.7,0.5
N#CC1=C(N)C(C#N)(C#N)C(c2cccnc2)C2COCC=C12 (stereo unspecified),9,.,-3,16,.,.,-1,.,.
Cc1nc2nc(COc3ccccc3)nn2c(C)c1Cl,3,18,1,1,0.9,-4,-5,0.8,1
Cc1cccc(N2CCN(C(=O)n3ccnc3)CC2)c1C,-9,100*,15,1,1.3,86*,16,0,0.1
COC(=O)C(C)N(C(=O)c1ccc(Cl)cc1)c1c(C)cccc1C (stereo unspecified),-3,36,-2,3,1.4,32,-11,0.6,0.7
COC(=O)Cc1c(C)c2cc(Cl)c(OC(=O)c3ccco3)cc2oc1=O,-3,-8,-20,15,0.9,10,-21,1.1,0.9
O=C(CSc1ccsc1[N+](=O)[O-])NCCc1ccccc1,-3,22,2,4,0.9,55*,-7,0.8,0.4
CCOC(=O)c1c(NC(=O)c2ccc(S(=O)(=O)N3CCOCC3)cc2)sc2c1CCN(C)C2,9,2,9,16,1.6,25,-8,1,0.7
CCCCNc1nnc(SCC(=O)N2CCN(S(=O)(=O)c3ccc4ccccc4c3)CC2)s1,1,79*,38,4,1.6,87*,-10,0.2,0.1
Cc1ccc(NC(=O)CN(C)C(=O)CSc2n[nH]c(N)n2)cc1,0,-1,5,7,1.2,7,-5,1,0.9
CSc1nnc2c3c4c(sc3nc(-n3nc(C)cc3C)n12)COC(C)(C)C4,-5,12,10,0,1.4,47,-6,0.9,0.5
CCCSc1nc(-c2ccccc2)cc(C(F)(F)F)c1C#N,8,9,9,22,0.8,30,-11,0.9,0.7
CCOc1ccccc1N1CCN(Cc2ccco2)CC1,-8,51*,-16,2,1.8,16,-6,0.5,0.8

# Screening data from PubChem.
